Bioassay records from PubChem.
S1P3 antagonist: blocks the human S1P3 receptor; Q99500; inhibition, % at 4.98 µM; CHO S1P3 NFAT-BLA reporter, FRET fluorescence, antagonist mode; 170,000 tested, 0.27% active; AID 485;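 active = inhibition above the plate cutoff, the mean inhibition of test wells on that plate plus 3 SD, cut at about 28% in these data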;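 note: cells challenged with S1P at its EC80 of 0.8 µM; blue over green emission ratio from cleaved BLA substrate after 4 h stimulation; 0% = S1P-stimulated wells and 100% = unstimulated DMSO-only wells; some compounds past the cut are filed as inactive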
Target sequence (Q99500 whole entry, looked up): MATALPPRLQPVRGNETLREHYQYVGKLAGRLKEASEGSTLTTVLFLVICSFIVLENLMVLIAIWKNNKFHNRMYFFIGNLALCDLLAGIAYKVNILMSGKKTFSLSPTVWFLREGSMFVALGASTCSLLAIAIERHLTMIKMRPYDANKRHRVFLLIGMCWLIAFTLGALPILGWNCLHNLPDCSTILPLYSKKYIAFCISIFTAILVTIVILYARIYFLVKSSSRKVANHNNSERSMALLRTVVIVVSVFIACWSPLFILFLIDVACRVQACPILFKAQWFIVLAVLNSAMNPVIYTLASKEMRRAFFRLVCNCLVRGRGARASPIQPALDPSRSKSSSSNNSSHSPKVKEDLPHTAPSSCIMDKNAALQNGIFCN
Hsp70 act: transcriptional activators of Hsp70. HeLa Hsp70 promoter luciferase reporter, luminescence; scaled: vehicle 0, proteasome-inhibitor control 100%. activation, % at 10 µM. 200,000 tested, 0.04% active. AID 1203;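 active = activation above the mean across all tested compounds plus 3 SD, cutoff set per campaign, cut at about 5.5% in these data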;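 note: 100% = MG132 at 30 µM as the positive control and 0% = DMSO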
Diaph inh CS: counter-screen for diaphorase-based assays: diaphorase inhibitors and chemical oxidizers; diaphorase resazurin-to-resorufin fluorescence, NADH, 16 min; bacterial (C. kluyveri) enzyme, not human; inhibition, % at 20 µM; 190,000 tested, 0.69% active; AID 1217;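 active = primary screen inhibition at 20 µM above a set limit, cut at about 50% in these data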;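 note: plate controls were DMSO with full reaction for no effect and wells lacking NADH for full effect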
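Assay system: diaphorase enzyme from Clostridium kluyveri; Input: enzyme working solution with 0.14 U/mL diaphorase; Timing: 16 min at room temperature; Technique: resorufin fluorescence, excitation 544 nm, emission 590 nm; Benchmarks: positive control minus NADH, DMSO neutral control.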
L major viab: Leishmania major promastigote growth inhibition. inhibition, % at 10 µM. 200,000 tested, 9% active. Leishmania major promastigotes, resazurin fluorescence viability;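 note: promastigotes grown with compound for 44 hours at 28 °C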
TLR4-MyD88 BLA: inhibitors of human TLR4-MyD88 binding; 200,000 tested, 0.18% active; O00206+Q99836; inhibition, % at 8.4 µM; HeLa CL3-4 TLR4/MyD88 BLA complementation, FRET ratio; in the data active = inhibition above about 25%;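 note: 0% = vehicle and 100% = reference inhibitor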
Diaphorase act: counter-screen for diaphorase-based assays: diaphorase activators and chemical reducers; Diaphorase/resazurin coupled assay, resorufin fluorescence, 16 min; hits give high values; 1 = vehicle wells, 0 = NADH-free wells; activation factor at 20 µM; 190,000 tested, 0.005% active; AID 1229;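 active = diaphorase activity raised at least twofold by the compound at 20 µM; inactive = activation factor below 2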
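Assay system: bacterial diaphorase enzyme (C. kluyveri) / Input: enzyme 0.07 U/mL final / Medium: 50 mM HEPES pH 7.4 with 4.542 mM MgCl2, 0.005% Tween 20 / Doses: single compound dose of 20 µM, 1% DMSO final / Incubation: 16 min enzyme reaction, ambient temperature / Signal: fluorescence, excitation 544 nm and emission 590 nm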
DTT redox prof: compounds producing H2O2 with reducing agent – biochemical, NIH compound library profiling, artefact control for MLSCN library redox annotation, primary screen; DTT-dependent redox cycling H2O2, phenol red/HRP absorbance; 100% = 100 µM peroxide control, 0% = buffer; activation, % at 10 µM; 200,000 tested, 0.03% active;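 active = activation of at least 50% relative to the plate's high and low controls in the primary single-dose screen; inactive = activation below 50%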;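 note: compound incubated with DTT at 0.8 mM final as the reducing agent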
PMI act satM6P: increases human PMI activity with near-saturating mannose 6-phosphate; P34949; coupled PMI enzyme assay, resazurin fluorescence, 20 min; hits give high values; 1 = untreated enzyme, 0 = substrate-free blank; activation factor at 20 µM; 190,000 tested, 0.34% active; AID 1216;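 active = activation factor of 2 or more at 20 µM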
Target sequence (P34949 whole entry, looked up): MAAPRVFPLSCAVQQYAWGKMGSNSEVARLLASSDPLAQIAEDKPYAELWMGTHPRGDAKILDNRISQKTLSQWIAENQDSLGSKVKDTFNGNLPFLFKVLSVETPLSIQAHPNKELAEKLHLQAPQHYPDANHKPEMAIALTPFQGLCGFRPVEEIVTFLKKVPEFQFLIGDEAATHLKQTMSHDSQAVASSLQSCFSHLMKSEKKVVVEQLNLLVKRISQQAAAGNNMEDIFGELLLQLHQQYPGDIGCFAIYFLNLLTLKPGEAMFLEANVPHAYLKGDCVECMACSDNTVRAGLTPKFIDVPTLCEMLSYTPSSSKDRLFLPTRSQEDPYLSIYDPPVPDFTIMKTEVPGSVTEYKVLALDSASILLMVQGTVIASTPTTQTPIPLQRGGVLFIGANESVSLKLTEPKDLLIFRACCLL
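test system = human PMI in coupled enzyme assay | medium = HEPES-buffered pH 7.4 with magnesium and detergent | also added = 1.0 mM mannose-6-phosphate substrate with 0.22 mM NADP+ | compound = 20 µM single dose | times = 20 min incubation at room temperature | measured by = resorufin fluorescence (Ex 544/Em 590 nm) from resazurin via diaphorase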
G6PDH counter: L. mesenteroides G6PDH inhibition counter-screen. Purified L. mesenteroides G6PDH, diaphorase/resazurin coupled fluorescence, 45 min. inhibition, % at 5 µM. 200,000 tested, 0.12% active. AID 1020
RAM network inh: inhibitors of the yeast RAM network. S. cerevisiae dse1pr::URA3 reporter, 5-FOA growth OD615, 2 d; analog-sensitive cbk1-as2 kinase mutant strain. inhibition, % at 50 µM. 190,000 tested, 1.8% active;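 active = inhibition above a set limit, 3 SD over mean compound inhibition, cut at about 8.4% in these data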;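 note: 0% = DMSO-only wells with no growth and 100% = 10 µM 1-NA-PP1 full growth; inhibition rescues growth on 5-FOA so higher OD means more RAM inhibition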
PMI act: phosphomannose isomerase (human) activation; P34949; purified human PMI, coupled resazurin fluorescence, 20 min; hits give high values; 1 = vehicle control, 0 substrate-free wells; activation factor at 20 µM; 190,000 tested, 0.005% active; AID 1214;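 active = activation factor of 2 or more at 20 µM, relative to plate controls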
An asterisk follows results filed as active; / = no result given. Cut-off read from the data, not from the text of the source, unless noted: active = inhibition above about 50%; inactive = the rest. Hits appear at their usual frequency; any-hit rate near 12%.

SMILES	S1P3 antagonist	Hsp70 act	Diaph inh CS	L major viab	TLR4-MyD88 BLA	Diaphorase act	DTT redox prof	PMI act satM6P	G6PDH counter	RAM network inh	PMI act
COc1cc(C#N)c(NC(=O)CN2CCN(CCO)CC2)cc1OC	-9	-0.3	5	5	0	1	-1.9	0.9	2	1.8	1
CCOC(=O)c1c(-c2ccccc2)csc1NC(=O)CSc1nnc(C)s1	6	-0.5	21	7	3	0.8	-1.0	0.9	8	5.1	0.9
N#Cc1c[nH]n2c(=O)c3c(nc12)CCC3	-4	-0.1	/	-6	-9	/	0.5	/	7	-0.5	/
CC(=O)c1c(C)[nH]c(C(=O)COC(=O)c2cc(S(=O)(=O)N(C)c3ccccc3)ccc2Cl)c1C	-1	-0.5	15	8	-7	0.9	-0.1	1	-3	7.3	1
NC(N)=Nc1nc(CCN2C(=O)c3ccccc3C2=O)cs1	/	-0.1	-4	9	10	1	-8.0	1	23	0.4	1
O=[N+]([O-])c1ccc(/C=N/NC(=S)Nc2ccccc2)o1	-6	0.8	10	50*	-8	0.9	0.7	1	20	1.3	1.1
O=C(NC(Cc1ccccc1)C(=O)O)/C(=C/c1ccc(Cl)cc1)NC(=O)c1ccccc1 (stereo not drawn)	6	-0.3	11	2	-20	0.9	0.0	0.9	2	1.1	1
CC1CCN(CC(=O)c2cccs2)CC1	-22	0.1	3	2	6	1	0.0	1.2	11	1.2	1.3
O=C(CCN1C(=O)C2CC=C(Cl)CC2C1=O)N1CCCCC1 (stereo not drawn)	0	-0.2	10	-8	11	0.9	2.0	1	5	1.5	0.9
O=C(O)Cc1ccc(C(=O)c2ccc(Cl)cc2)s1	/	-0.1	10	-2	5	0.9	-3.2	1.1	-2	0.8	1.1
CCN(CC)S(=O)(=O)c1ccc(Nc2ccc(-c3ccc4c(c3)OCCO4)nn2)cc1	/	-0.2	18	-5	-9	0.8	3.1	0.9	3	2.5	0.9
O=C(CSc1nnc2ccccn12)NCCN1C(=O)CSC1=O	-11	0.3	14	-5	10	0.9	2.0	0.9	18	1.2	0.8
O=[N+]([O-])c1cc(/C=N/NC(=S)Nc2ccccc2Cl)ccc1Cl	-7	0.1	5	11	0	0.9	-1.2	1	1	1.7	1.1
Cc1c(C)n(C(=O)CN2CCC(C(N)=O)CC2)c2ccccc12	6	-0.3	4	4	-3	1	0.5	1	-3	-0.3	0.9
COc1cccc(OC)c1C(=O)NC(C)c1ccccc1 (stereo not drawn)	/	-0.4	-5	-10	9	1.1	-0.6	1.1	2	1.8	1
CC(C)COCC(O)CCC(=O)NNC(=S)Nc1ccccc1 (stereo not drawn)	7	-0.2	13	-6	-5	0.9	-0.2	0.9	9	1.1	0.8
Cc1nn(CCC(=O)NNC(=S)NCC(C)C)c(C)c1Br	/	-0.1	7	13	-9	0.9	-2.0	1	2	0.6	1
Cc1cc(C(=O)OCC(=O)Nc2nnc(C(C)C)s2)c2ccccc2n1	-6	-0.4	16	42	2	0.8	-0.9	0.9	-9	1.2	0.8
N#CCCN(C(=O)COC(=O)c1ccc2c(=O)n3c(nc2c1)CCC3)c1ccccc1	-7	0.0	-6	3	-2	1.1	-1.0	1	7	0.5	1
CC(=O)N(c1nc(CCl)cs1)c1c(C)cc(C)cc1C	7	-0.2	12	41	12	0.9	0.1	1	6	1.6	1.1
Cc1nnsc1-c1nc2ccccc2[nH]1	-12	-0.2	7	-2	14	0.9	-3.8	1	3	0.7	1
O=C(NCCc1ccc(Cl)cc1)c1nnc(Cc2ccc(Cl)cc2)o1	5	0.1	6	-9	0	0.9	2.3	1.1	6	3.4	1.1
COc1ccc(-c2cn3cc(C(=O)NN)ccc3n2)cc1	-19	0.2	24	2	9	0.8	-0.1	0.9	6	1.9	0.9
OCCC1CN(Cc2cnc(-c3ccccc3)s2)CCN1C1CCCCC1 (stereo not drawn)	-13	-0.2	10	81*	-8	0.9	-0.6	1	8	0.8	1
CCN(CC)c1ccc2c(c1)C(=O)N(C)C2=O	-3	-0.4	6	7	0	0.9	0.8	1	24	0.2	0.9
O=C(Nc1ccc(F)cc1F)c1cc2ncc(CCCl)cn2n1	-30	-0.2	5	-6	-9	0.9	-0.9	0.8	-3	1.2	1
COc1ccc(-c2c(C)n([O-])c3c([n+]2=O)CCCCC3)cc1OC	20	-0.1	2	-7	6	1	0.4	1	2	1.7	1.1
Oc1ccc(-c2[nH]nc(-c3ccccc3)c2-c2nc3ccccc3[nH]2)cc1	/	-0.4	8	-6	-5	0.9	0.2	1	-1	0.5	0.9
Cc1ccccc1-n1nc(C)c2cc(C(=O)N3CCN(S(=O)(=O)c4ccc(Cl)cc4)CC3)sc21	/	-0.1	25	38	3	0.8	5.9	0.9	-1	6.7	0.8
CN1CCN(P(=O)(c2ccccc2)c2nc3ccccc3s2)CC1 (stereo not drawn)	5	-0.4	6	-6	-2	0.9	-1.1	1	1	0.7	1.2
O=C(NCCn1cc(SCC(=O)N2CCOCC2)c2ccccc21)c1ccccc1	-13	-0.1	3	-7	-13	1	-1.2	1	2	-0.3	1
CCOCCCNC(=O)C(NC(=O)Cc1c[nH]c2ccccc12)c1ccc(OC)cc1 (stereo not drawn)	-27	-0.1	4	-8	4	1	-2.6	1	3	-0.6	0.9
CCn1cc(-c2csc(N)n2)c(C)n1	2	-0.5	10	-1	9	0.9	-1.3	0.8	8	-0.2	1
CN(CCOc1ccccc1)S(=O)(=O)c1ccc2oc3ccccc3c2c1	/	-0.1	12	55*	6	0.9	2.8	1	6	15*	1
COc1ccc(C(C#N)Nc2ccc(C)cc2)cc1 (stereo not drawn)	/	-0.2	4	4	7	1	-0.4	1.1	-2	0.0	1.1
c1ccc(-c2cccc(-c3ccccn3)n2)nc1	31	-0.5	43	100*	5	0.6	1.8	1.1	9	-0.8	0.7
CCOC(=O)C1=C(C)SC2=NS(=O)(=O)CCN21	-15	-0.4	19	-6	15	0.8	-0.3	0.9	5	0.0	0.9
COCC(C)n1c(C)cc(C(=O)CSc2nnnn2-c2ccc(O)cc2)c1C (stereo not drawn)	4	-0.4	11	73*	-5	0.9	-0.9	0.8	0	4.4	0.9
O=C(Nc1ccc(F)cc1)C1CCC(N2C(=O)c3ccccc3C2=O)CC1 (stereo not drawn)	/	-0.3	-1	3	3	1	0.0	1	0	2.4	0.9
O=c1cc(N2CCc3ccccc3C2)[nH]c(=O)n1-c1ccc(Br)cc1	/	0.0	9	-1	-1	0.9	0.6	1	1	5.7	0.9
CCOc1ccc2[nH]c(SCC(=O)OC)c([N+](=O)[O-])c2c1	-18	-0.5	-6	-4	6	1.1	1.1	0.9	11	-0.7	1
CCc1ccc(NC(=O)N(CCN2CCOCC2)Cc2ccc3c(c2)CCCN3CC)cc1	/	-0.4	-3	8	5	1	-0.5	1	-1	-1.7	1
O=C(CN1C2=NCCCN2c2ccccc21)c1cccc(Br)c1	3	-0.1	-6	94*	9	1.1	0.4	1.1	-3	0.7	1.1
OCC1(c2cc(C(F)(F)F)n[nH]2)CCCCC1	/	-0.6	18	6	-4	0.8	-1.1	0.9	4	-0.7	1
Nn1c(SCC(=O)Nc2ccccc2)nnc1-c1cccnc1	0	-0.1	16	-3	-1	0.8	2.6	0.9	-2	2.2	0.9
CCCN1CCN(C(c2cc3cc4c(cc3[nH]c2=O)OCO4)c2nnnn2C(C)(C)C)CC1 (stereo not drawn)	17	-0.1	7	0	-3	0.9	2.1	1	14	2.8	1
CCNS(=O)(=O)c1ccc(NC(=S)NCc2ccco2)cc1	4	-0.3	14	41	9	0.9	0.3	0.8	5	0.9	0.6
CC(C)(C)c1ccc(OC(=O)Cn2c(C(F)(F)F)nc3ccccc32)cc1	/	-0.3	-8	-3	2	1.1	-5.4	1	9	6.4	1
O=C(C1CCCN(c2nnc(-n3cccc3)s2)C1)N1CCN(c2ccccc2)CC1 (stereo not drawn)	12	0.0	21	0	4	0.8	-1.5	1	15	1.9	1
Cn1nnnc1SCC(=O)NNC(=O)c1ccc(Br)cc1	0	-0.1	9	-7	6	0.9	-0.1	0.9	11	0.4	0.9
CCc1cc(-c2nc(N)ncc2-c2csc(C)n2)c(O)cc1OC	-7	-0.2	16	15	-16	0.8	-0.4	0.8	0	0.6	0.9
Cc1ccc(NC(=O)c2ccccc2NS(=O)(=O)c2ccc(Cl)s2)cc1	-3	0.0	6	53*	-8	0.9	0.1	1.1	10	0.3	1.1
C=CCn1c(SCCC)nc2sc3c(c2c1=O)CCc1ccccc1-3	8	-0.2	26	6	-15	0.7	0.3	0.7	-7	15*	0.8
O=C(NCc1ccccc1)c1cc(=O)nc2sc(-c3ccccc3)nn12	/	-0.2	12	28	11	0.9	1.0	0.9	1	2.1	0.9
CCn1ccc(C(=O)Nc2ccc(S(=O)(=O)Nc3ccccc3OC)cc2)n1	/	-0.3	6	-2	-11	0.9	0.1	1.1	16	0.2	1
CC(C)(C)c1cc(C(=O)Nc2ccccc2)ccn1	/	0.0	14	-8	13	0.9	0.9	0.9	2	0.0	1
COCCNc1nc(-c2ccccc2)nc2ccccc12	-5	-0.3	/	84*	-5	/	0.1	/	16	-0.9	/
CCOC(=O)C1C(c2ccccc2)C(C(=O)OCC)C1c1ccccc1 (stereo not drawn)	/	0.0	1	-6	-7	1	1.1	1.2	3	0.7	1.1
CNc1ncc(C(=O)C(C)(C)C)s1	/	-0.2	2	0	-4	1	0.2	1.1	2	2.2	1
Cc1ccnc(NC(=O)Nc2ccc3c(c2)OCO3)c1	-20	-0.1	10	0	1	0.9	-0.9	0.7	7	4.4	0.9

In another format: two of the compounds above
SMILES | S1P3 antagonist | Hsp70 act | Diaph inh CS | L major viab | TLR4-MyD88 BLA | Diaphorase act | DTT redox prof | PMI act satM6P | G6PDH counter | RAM network inh | PMI act
CC(C)(C)c1cc(C(=O)Nc2ccccc2)ccn1 | / | 0.0 | 14 | -8 | 13 | 0.9 | 0.9 | 0.9 | 2 | 0.0 | 1
COCCNc1nc(-c2ccccc2)nc2ccccc12 | -5 | -0.3 | / | 84* | -5 | / | 0.1 | / | 16 | -0.9 | /
